Assay outcomes: PubChem, several laboratories
UBC9 SUMO inh: SUMOylation inhibition. P63279. HTRF SUMOylation assay, SAE1/SAE2 + UBC9, in vitro. inhibition, % at 35 µM. 0.36% of 290,000 active. AID 2006; in the data active means inhibition above about 50%, passing the limit was not always enough; further: strong numbers were not always called active
Target sequence (P63279 whole entry, looked up): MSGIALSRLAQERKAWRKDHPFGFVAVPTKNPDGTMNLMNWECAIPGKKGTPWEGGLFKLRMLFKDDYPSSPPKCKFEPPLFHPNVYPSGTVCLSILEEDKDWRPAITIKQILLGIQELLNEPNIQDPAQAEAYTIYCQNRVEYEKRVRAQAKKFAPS
MEKK2mut PB1 HTS: signal of MEK5 binding to mutant human MEKK2 PB1 domain. bead flow cytometry, Alexa488-MEK5 binding to MEKK2 mutant. percent response, % at 10 µM. 0.35% of 290,000 active; in the data active means percent response above about 24%, passing the limit was not always enough; further: inactives centre near 1; some results filed as inactive read as strong as hits
CRFR2-BP ag: CRF-BP/CRF-R2 complex agonism; HEK293 CRF-R2/CRF-BP, calcium dye fluorescence (FLIPR); percent of saturating CRF peptide response; activation, % at 13.2 µM; 0.46% of 350,000 active; AID 588473;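 active means activation of at least 50%, plus an integration ratio under a set limit after plate pattern correction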;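 further: plate controls were neutral control wells without compound for no effect and CRF at EC100 for full effect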
CRFR2-BP antag: blocks CRF-induced signaling of the CRF-BP/CRF-R2 complex | inhibition, % at 11.8 µM | HEK293 CRF-R2/CRF-BP, CRF-induced calcium fluorescence | 0.59% of 350,000 active;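 active means inhibition of the ligand-induced calcium signal above about 50% at the single tested concentration, limit read from the data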
FID counter: displaces DNA intercalator in HCV helicase counter-screen; 0.17% of 290,000 active; DNA fluorescent intercalator displacement, fluorescence; inhibition, % at 7.9 µM; AID 1845; in the data active means inhibition above about 37%;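 further: 0% = vehicle and 100% = reference compound; higher means more ethidium bromide displaced from hairpin DNA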
GalR3 antag: human GalR3 antagonism; HEK293 GalR3-CNG cAMP membrane potential fluorescence; galR3 body fused to GalR1 C-terminus; inhibition, % at 3 µM; 0.44% of 360,000 active; AID 651719;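 active means inhibition above the screen-wide average plus 3 SD, cut at about 13% in these data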;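 further: forskolin and galanin both at EC90 stimulate the cells; cAMP rise reported by CNG channel membrane potential dye signal; 0% = forskolin plus galanin with DMSO and 100% = forskolin alone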
Target sequence (O60755 1-299 limits assumed): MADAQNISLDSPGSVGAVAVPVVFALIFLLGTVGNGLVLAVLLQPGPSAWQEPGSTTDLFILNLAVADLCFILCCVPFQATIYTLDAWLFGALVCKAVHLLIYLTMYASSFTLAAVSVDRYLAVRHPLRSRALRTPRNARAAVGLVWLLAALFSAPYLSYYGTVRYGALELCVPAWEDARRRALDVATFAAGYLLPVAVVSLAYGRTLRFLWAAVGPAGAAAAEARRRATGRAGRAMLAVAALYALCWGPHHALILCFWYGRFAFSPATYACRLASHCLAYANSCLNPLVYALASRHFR
MEKK2wt PB1 HTS: raises or lowers MEK5 binding to wildtype human MEKK2 PB1 domain | AID 1531 | bead flow cytometry, Alexa488-MEK5 binding to MEKK2 WT; actives lie on both sides | Q9Y2U5 | binding response (% of control), % at 10 µM | 1.1% of 290,000 active; in the data active means binding response below about 67% or above about 130%
MEKK3 PB1 HTS: raises or lowers MEK5 binding to the human MEKK3 PB1 domain. AID 1529. bead-based flow cytometry, Alexa488-MEK5 binding to MEKK3; actives lie on both sides; 0 = blocked by unlabeled MEK5, 100 = vehicle. 1.4% of 290,000 active. Q99759. binding response (% of control), % at 10 µM;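 active means binding response more than 3 SD above or below the average of its plate-row segment, actives on both sides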;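 further: Alexa488 bead fluorescence after subtracting the streptavidin-only scavenger bead signal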
Target sequence (Q99759 whole entry, looked up, the tested form may be a part): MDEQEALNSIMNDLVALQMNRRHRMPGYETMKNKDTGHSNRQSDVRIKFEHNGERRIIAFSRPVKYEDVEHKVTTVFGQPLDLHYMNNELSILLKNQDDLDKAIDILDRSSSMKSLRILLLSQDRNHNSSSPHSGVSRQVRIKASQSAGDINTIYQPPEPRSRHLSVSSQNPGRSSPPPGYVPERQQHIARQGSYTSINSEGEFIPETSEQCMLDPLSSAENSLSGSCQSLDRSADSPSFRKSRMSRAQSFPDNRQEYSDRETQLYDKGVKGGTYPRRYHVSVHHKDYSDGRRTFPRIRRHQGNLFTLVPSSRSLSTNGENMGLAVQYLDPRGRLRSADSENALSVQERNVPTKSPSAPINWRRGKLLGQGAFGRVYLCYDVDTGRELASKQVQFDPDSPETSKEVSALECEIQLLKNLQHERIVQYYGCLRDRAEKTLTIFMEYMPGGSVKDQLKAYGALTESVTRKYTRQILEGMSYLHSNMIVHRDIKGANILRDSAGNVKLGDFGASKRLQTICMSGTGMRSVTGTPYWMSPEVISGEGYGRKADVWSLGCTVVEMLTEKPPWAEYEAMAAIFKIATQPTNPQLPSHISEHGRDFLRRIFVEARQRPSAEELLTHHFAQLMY
NS3 helicase inh: HCV NS3 helicase inhibition; inhibition, % at 10.9 µM; 0.56% of 290,000 active; AID 1800; NS3 helicase DNA unwinding, Cy5 molecular beacon fluorescence;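 active means inhibition above the mean of all tested compounds plus 3 SD, set per campaign, cut at about 35% in these data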;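 further: 0% = DMSO wells and 100% = thioflavine S control wells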
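assay system = NS3 helicase fragment of HCV | buffer or medium = MOPS pH 6.5, MgCl2, DTT, Tween20, BSA | timing = 60 min unwinding reaction at 25 °C after ATP addition | signal = Cy5 beacon fluorescence read at start and 1 h | read-out basis = % inhibition of unwinding | control set = low DMSO, high thioflavine S at 110 µM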
* hit, by the source's call; / = not tested or not shown; [ ] = remark or other dose. The list is partial; count on the stated rates, not on these rows.

SMILES	UBC9 SUMO inh	MEKK2mut PB1 HTS	CRFR2-BP ag	CRFR2-BP antag	FID counter	GalR3 antag	MEKK2wt PB1 HTS	MEKK3 PB1 HTS	NS3 helicase inh
Oc1ccc2ccccc2c1C=Nc1cc(C(F)(F)F)ccc1N1CCCC1	-1	17	3.5	-35	2	-4	6.0*	95	7
COc1ccc(-c2c3c(=O)n(C)c(=O)n(C)c3cn2-c2ccccc2)cc1	-4	9	-1.6	25	-15	3	105	101	1
CCOC(=O)c1oc2cc(C)cc(C)c2c1C	-3	4	0.2	-5	1	-6	103	105	-2
CN(C[C@H](Cc1ccccc1)N(C[C@H](Cc1ccccc1)N(CC1(c2ccccc2)CC1)N=O)N=O)N=O	-11	6	3.1	3	-2	-8	104	109	-12
COC(=O)C1CCN(S(=O)(=O)Cc2ccccc2)CC1	6	2	-0.8	-7	-5	-9	100	100	-4
O=C(NCc1ccc(-n2cccc2)cc1)c1cccc(F)c1	9	-11	0.3	3	-6	1	81	93	3
NS(=O)(=O)c1ccc(CCNC(=O)CCS(=O)(=O)c2ccc(Br)cc2)cc1	7	-16	0.8	2	-6	-8	100	97	8
CC(=O)Nc1ccc(C(=O)NC2CCCC2)cc1	14	5	-0.9	3	2	-3	100	102	-1
Cn1cc([N+](=O)[O-])c(C(=O)NCC(=O)O)n1	12	0	0.5	0	-1	0	99	100	-3
CC1CCCC(C)N1C(=O)c1ccc(S(=O)(=O)NCc2ccco2)cc1 (stereo unspecified)	-2	-12	0.2	-6	-32	-9	94	98	1
C/C(=N\NC(=O)CSc1nc(C)cc(C)n1)c1ccc2c(c1)OCCO2	12	-2	-3.8	-12	-5	-4	100	94	3
O=C(O)c1cccc(S(=O)(=O)N2CCCC2)c1	20	7	-1.7	28	1	/	102	101	2
O=C(CSc1nc(Nc2ccccc2)nc(N2CCOCC2)n1)Nc1cc(Cl)ccc1O	-21	3	0.1	-19	-9	-4	99	105	1
CCOc1ccccc1-n1c(SCC(=O)Nc2ccc(CC)cc2)nc2n[nH]c(C)c2c1=N	36	8	2.7	-2	2	/	100	103	-4
CCOC(=O)c1c(NC(=S)N2CCN(C)CC2)sc2c1CCN(C(=O)OCC)C2	-1	7	-1.3	-30	-11	-2	109	106	-35
COc1cccc(C(=O)Nc2cc3c(cc2Cl)OCCCO3)c1	6	7	-0.1	-9	-22	-11	108	113	-6
Cc1ccc(S(=O)(=O)N(C)C)cc1NC(=O)Cn1c(CN2CCOCC2)nc2ccccc2c1=O	13	2	1.9	-15	-8	1	88	96	2
COc1ccc(C2CC(=O)C(C=NCCCO)=C(O)C2)cc1 (stereo unspecified)	15	-8	6.0	-1	-5	-5	83	94	6
Cc1ccc(C)c(C(=O)Nc2nc3ccccc3[nH]2)c1	10	-5	1.1	-6	-3	-7	97	98	-4
Cc1cc(O)cc2c(=O)c3ccccc3sc12	9	-3	0.4	-14	-6	-2	92	92	0
CC(C(=O)Nc1ccccc1)N(C)CCOc1ccccc1 (stereo unspecified)	5	-5	-1.1	5	-7	-6	97	99	-3
O=C(c1cc(-c2ccccc2)n[nH]1)N1CCc2c([nH]c3ccccc23)C1c1ccccn1 (stereo unspecified)	4	-9	0.3	-26	-20	-5	84	102	-12
COc1ccc(-c2nc(N)n(C(C)=O)n2)cc1	21	-6	0.1	-1	-1	-3	96	91	-3
COc1ccc(CCN2C(=O)CSC2=S)cc1OC	26	8	-1.3	2	-15	-9	109	109	3
CC(C)c1ccc(-c2nnn(CCC#N)n2)cc1	13	3	-0.3	12	-5	3	103	102	3
Next part
SMILES	UBC9 SUMO inh	MEKK2mut PB1 HTS	CRFR2-BP ag	CRFR2-BP antag	FID counter	GalR3 antag	MEKK2wt PB1 HTS	MEKK3 PB1 HTS	NS3 helicase inh
CC(C)(C)NC(=O)c1ccc2nsnc2c1	-3	-1	0.9	1	3	-3	97	93	-2
O=C(CN1CCOCC1)OCCCc1ccccc1	2	1	-0.8	3	-8	-4	103	99	4
COc1cc(Cl)cc(C2NC(=O)NC(C)=C2C(=O)NCc2ccccc2)c1O (stereo unspecified)	4	-12	-0.9	-8	-4	-12	81	72	5
COc1ccccc1/C=C/C(=O)Nc1ccc(N2CCOCC2)cc1	-7	-8	-2.3	-8	2	-2	96	103	-1
COc1cc2nc(=S)n(CCCN3CCOCC3)c(N)c2cc1OC	15	1	1.5	3	45*	/	106	105	11
Cc1ccc(S(=O)(=O)N2CCN(C(=O)c3ccccc3)CC2)cc1	14	1	0.1	9	-11	-5	103	103	2
COc1cc(CN2CCCC(C(=O)Nc3ccccc3Oc3cccnc3)C2)ccc1F (stereo unspecified)	0	3	0.1	0	24	-12	96	99	0
CCOC(=O)C1=C(C)NC(C)=C(C(=O)OCC)C1c1ccc(OC)cc1	4	3	-2.0	11	-20	4	111	110	-10
Cc1cc2nc(C3CCN(C(=S)NCCCOC(C)C)CC3)[nH]c2cc1C	-1	-1	1.0	-2	-7	5	101	99	-3
CC1(C)CC2CC(C)(CN2C(=O)C23CCC(C)(C(=O)O2)C3(C)C)C1 (stereo unspecified)	-5	-3	0.2	0	-18	0	92	96	-8
COc1cc(C(=O)NNC(=O)c2ccc(NC(=O)C(C)(C)C)cc2)cc(OC)c1OC	17	-6	-4.1	-8	-6	-2	97	87	8
NC(CC(=O)NC(c1ccccc1)(c1ccccc1)c1ccccc1)C(=O)O (stereo unspecified)	9	-1	2.9	-8	-16	-2	96	99	27
COc1ccc(N2CCN(C(=O)CSc3nnc(-c4ccco4)n3C)CC2)cc1	19	3	-0.1	-7	-17	-4	105	103	2
COc1cc(/C=C2\SC(=S)N(CC(=O)O)C2=O)ccc1OC(=O)c1ccco1	-4	0	0.5	2	-11	-11	96	98	3
COc1ccc(-c2ccc(CCC(=O)O)n2CC(=O)Nc2cccc(OC)c2)cc1	7	-24	-3.8	13	-32	-8	72	71	14
O=C(Cc1ccc(F)cc1)N1CCN=C1SCc1ccc([N+](=O)[O-])cc1	-2	-1	-0.1	7	3	-4	93	95	-6
Cc1onc(-c2c(F)cccc2Cl)c1C(=O)N(C)CCc1ccccn1	-2	6	0.4	-1	-20	0	105	99	-7
Cc1cccc(C)c1NC(=O)N1CCC(n2c(=O)[nH]c3ccccc32)CC1	21	8	-0.8	-5	-9	/	104	106	-3
Cc1nc(COc2cc3oc(=O)cc(C)c3cc2Cl)cs1	-11	-8	1.1	2	-25	-7	90	91	28
CC1=NCCN1S(=O)(=O)c1c(C(C)C)cc(C(C)C)cc1C(C)C	-2	3	1.2	1	-29	-4	102	103	-11
Cc1nn(C)c(C)c1CNC(=O)c1cc2n(n1)C(C(F)(F)F)CC(c1cccs1)N2 (stereo unspecified)	-1	3	-0.8	9	-36	-2	104	103	-7
COc1ccccc1NC(=S)N(c1ccccc1)C(C)C	-14	-3	-3.0	-7	0	8	91	94	-1
Clc1ccccc1OCc1nnc(-c2ccccc2Br)o1	-20	4	1.3	9	-7	-7	102	104	-2
c1ccc2sc(-c3ccncc3)nc2c1	3	-25	1.8	-16	-4	-3	86	89	-8
CC(OC(=O)c1cc2sccc2n1C)C(=O)NCC1CCCO1 (stereo unspecified)	36	11	-1.1	-4	-7	3	116	111	9

15 structures from above, ordered by SMILES length, lowest first.
SMILES	UBC9 SUMO inh	MEKK2mut PB1 HTS	CRFR2-BP ag	CRFR2-BP antag	FID counter	GalR3 antag	MEKK2wt PB1 HTS	MEKK3 PB1 HTS	NS3 helicase inh
c1ccc2sc(-c3ccncc3)nc2c1	3	-25	1.8	-16	-4	-3	86	89	-8
O=C(CN1CCOCC1)OCCCc1ccccc1	2	1	-0.8	3	-8	-4	103	99	4
CC(C)(C)NC(=O)c1ccc2nsnc2c1	-3	-1	0.9	1	3	-3	97	93	-2
COc1ccccc1NC(=S)N(c1ccccc1)C(C)C	-14	-3	-3.0	-7	0	8	91	94	-1
CC(OC(=O)c1cc2sccc2n1C)C(=O)NCC1CCCO1 (stereo unspecified)	36	11	-1.1	-4	-7	3	116	111	9
COc1cc2nc(=S)n(CCCN3CCOCC3)c(N)c2cc1OC	15	1	1.5	3	45*	/	106	105	11
COc1ccccc1/C=C/C(=O)Nc1ccc(N2CCOCC2)cc1	-7	-8	-2.3	-8	2	-2	96	103	-1
Cc1ccc(S(=O)(=O)N2CCN(C(=O)c3ccccc3)CC2)cc1	14	1	0.1	9	-11	-5	103	103	2
CC1=NCCN1S(=O)(=O)c1c(C(C)C)cc(C(C)C)cc1C(C)C	-2	3	1.2	1	-29	-4	102	103	-11
CCOC(=O)C1=C(C)NC(C)=C(C(=O)OCC)C1c1ccc(OC)cc1	4	3	-2.0	11	-20	4	111	110	-10
COc1ccc(N2CCN(C(=O)CSc3nnc(-c4ccco4)n3C)CC2)cc1	19	3	-0.1	-7	-17	-4	105	103	2
Cc1cccc(C)c1NC(=O)N1CCC(n2c(=O)[nH]c3ccccc32)CC1	21	8	-0.8	-5	-9	/	104	106	-3
COc1ccc(-c2ccc(CCC(=O)O)n2CC(=O)Nc2cccc(OC)c2)cc1	7	-24	-3.8	13	-32	-8	72	71	14
COc1cc(/C=C2\SC(=S)N(CC(=O)O)C2=O)ccc1OC(=O)c1ccco1	-4	0	0.5	2	-11	-11	96	98	3
Cc1nn(C)c(C)c1CNC(=O)c1cc2n(n1)C(C(F)(F)F)CC(c1cccs1)N2 (stereo unspecified)	-1	3	-0.8	9	-36	-2	104	103	-7

The main list resumes with the 2 entries that preceded the break.
SMILES	UBC9 SUMO inh	MEKK2mut PB1 HTS	CRFR2-BP ag	CRFR2-BP antag	FID counter	GalR3 antag	MEKK2wt PB1 HTS	MEKK3 PB1 HTS	NS3 helicase inh
c1ccc2sc(-c3ccncc3)nc2c1	3	-25	1.8	-16	-4	-3	86	89	-8
CC(OC(=O)c1cc2sccc2n1C)C(=O)NCC1CCCO1 (stereo unspecified)	36	11	-1.1	-4	-7	3	116	111	9
COc1ccc(C2=CSC3=NCCN23)cc1F	17	8	4.2	-3	6	-2	118	109	-1
COC/C=C/C1=CC2=CC(=O)C(C)(OC(=O)c3cnc4ccccc4n3)C(=O)C2=CN1c1ccc(OC)cc1 (stereo unspecified)	/	-1	-2.7	13	/	-3	95	95	/
CS(=O)(=O)Nc1ccc(C2=NN(S(=O)(=O)c3ccccc3)C(c3cccs3)C2)cc1 (stereo unspecified)	-4	/	-0.4	0	-13	-6	/	7.0*[inhibitor]	-14
O=S(=O)(Nc1ccc(OC(F)F)cc1)c1ccc(-c2ccon2)s1	-10	3	10	-6	3	-6	105	104	7
O=C1CCCCN1CCC(=O)N1CCCC(N2CCN(c3ccccc3)CC2)C1 (stereo unspecified)	/	-1	-0.1	-11	-13	-10	95	95	3
O=C(Cn1c(=O)oc2ccccc21)Nc1ccc(Cl)cc1Cl	5	15	-3.5	0	-3	-9	102	108	5
CC(c1nc2ccccc2c(=O)[nH]1)N(C)CCOc1ccc(Cl)cc1 (stereo unspecified)	18	7	2.9	-19	-16	0	99	101	-12
Cc1cc(Cl)ccc1Oc1ccccc1C(=O)CC#N	-1	-2	0.2	14	-8	-5	100	113	37*
Cc1ccc(S(=O)(=O)N2CCC(C(=O)N[C@@H](C)C(=O)NCc3ccccc3)CC2)cc1	22	-2	-0.8	-5	-13	1	95	95	1
COc1ccc(C(=S)N2CCCC2)cc1Br	1	3	-0.2	-7	-2	-9	105	101	-3
CCOc1ccc(NC(=O)Nc2cc(OCC(F)(F)F)cc(OCC(F)(F)F)c2)cc1	8	23	-1.1	8	1	-5	114	104	0
